Screening data: PubChem BioAssay, several laboratories
CHT PAM: allosteric activators of human choline transporter CHT; hit rate 0.49% among 310,000; B-score at 10 µM; CHT-expressing cells, membrane potential dye, choline EC20; active compounds read high; LV-AA mutant CHT in HEK293 cells; Q9GZV3;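 active = initial fluorescence not abnormally high and integrated response B-score, plate-corrected, over 3 SD above library mean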
Target sequence (Q9GZV3 whole entry, looked up): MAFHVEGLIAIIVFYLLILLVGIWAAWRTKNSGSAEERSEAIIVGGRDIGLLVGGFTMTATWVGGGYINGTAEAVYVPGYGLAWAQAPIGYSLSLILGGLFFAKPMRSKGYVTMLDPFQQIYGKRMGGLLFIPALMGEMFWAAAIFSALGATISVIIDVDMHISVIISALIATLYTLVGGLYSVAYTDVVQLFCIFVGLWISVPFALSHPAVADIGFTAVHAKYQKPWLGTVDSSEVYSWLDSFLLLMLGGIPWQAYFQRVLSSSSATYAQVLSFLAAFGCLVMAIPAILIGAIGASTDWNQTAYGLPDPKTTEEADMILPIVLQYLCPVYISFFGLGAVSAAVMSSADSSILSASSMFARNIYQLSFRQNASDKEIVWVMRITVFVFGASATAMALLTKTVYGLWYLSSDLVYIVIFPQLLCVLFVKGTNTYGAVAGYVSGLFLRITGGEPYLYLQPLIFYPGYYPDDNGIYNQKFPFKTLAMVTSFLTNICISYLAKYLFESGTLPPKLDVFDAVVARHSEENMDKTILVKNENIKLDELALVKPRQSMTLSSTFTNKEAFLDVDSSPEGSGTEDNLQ
OX1R antag: antagonists of human orexin 1 receptor. O43613. hit rate 0.43% among 330,000. inhibition, % at 5 µM. CHO/OX1R cells, Fluo-8 calcium fluorescence, orexin A;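 active = inhibition above its plate's threshold, mean inhibition of all tested compounds on the plate plus 3 SD, cut at about 37% in these data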;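 also: 0% = orexin A challenge wells and 100% = SB-334867-A antagonist wells; not every result past the cut was called active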
Target sequence (O43613 whole entry, looked up): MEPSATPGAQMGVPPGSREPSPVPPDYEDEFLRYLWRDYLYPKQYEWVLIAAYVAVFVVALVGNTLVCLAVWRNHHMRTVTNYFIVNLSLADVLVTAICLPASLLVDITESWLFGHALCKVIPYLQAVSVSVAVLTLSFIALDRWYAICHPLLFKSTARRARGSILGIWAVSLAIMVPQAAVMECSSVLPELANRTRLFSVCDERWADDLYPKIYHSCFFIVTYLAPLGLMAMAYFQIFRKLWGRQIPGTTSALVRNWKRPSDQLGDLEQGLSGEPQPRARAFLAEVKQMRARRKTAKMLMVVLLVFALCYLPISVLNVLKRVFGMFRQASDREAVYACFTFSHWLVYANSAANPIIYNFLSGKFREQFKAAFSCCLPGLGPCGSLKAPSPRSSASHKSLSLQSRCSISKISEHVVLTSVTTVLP
* marks the source's active call; other numbers are inactive results; i = inactive; / = no result given.

Sample of the layout:
SMILES | CHT PAM | OX1R antag
Cc1nc2ccccc2c(=O)n1/N=C/c1cn(-c2ccccc2)nc1-c1cccs1 | i | -19
COC(=O)C1CN(C(=O)COc2ccc(Cl)c(C)c2)c2ccccc2O1 (configuration not stated) | i | -22
Cc1nn(CCC#N)c(C)c1Oc1ccccc1O | i | -2
COc1ccccc1CNc1nc(C)c(C(C)=O)s1 | i | -20
CCn1c(CNC(=O)c2cccc(C)c2)nnc1SCC(=O)NC1CCCC1 | i | -19

The whole of this part, repeating the preview:
SMILES | CHT PAM | OX1R antag
Cc1nc2ccccc2c(=O)n1/N=C/c1cn(-c2ccccc2)nc1-c1cccs1 | i | -19
COC(=O)C1CN(C(=O)COc2ccc(Cl)c(C)c2)c2ccccc2O1 (configuration not stated) | i | -22
Cc1nn(CCC#N)c(C)c1Oc1ccccc1O | i | -2
COc1ccccc1CNc1nc(C)c(C(C)=O)s1 | i | -20
CCn1c(CNC(=O)c2cccc(C)c2)nnc1SCC(=O)NC1CCCC1 | i | -19
CCCCN1CCc2[nH]c(=S)[nH]c(=O)c2C1 | i | -14
CC(C)n1nc(C(=O)Nc2nc3ccc(S(C)(=O)=O)cc3s2)c2ccccc2c1=O | i | -28
CCOC(=O)c1ccc(NC(=S)N(CCCN2CCCC(C)C2)Cc2cccs2)cc1 (configuration not stated) | i | -21
CC(CN1C(C)CCCC1C)OC(=O)c1ccc(Cl)cc1Cl (configuration not stated) | i | -20
CCOC(=O)C1(CCOc2ccccc2)CCN(Cc2cccn2-c2cccnc2)CC1 | i | -20
CCN(CC)CC(C)CNC(=O)C1(O)c2ccccc2NC(=O)N1c1ccc(Cl)c(Cl)c1 (configuration not stated) | i | -3
CSCCC(NS(=O)(=O)/C=C/c1ccccc1)C(=O)N1CCC(C)CC1 (configuration not stated) | i | -21
O=C(COC(=O)/C=C/c1ccc(S(=O)(=O)N2CCOCC2)cc1)NCc1ccc(F)cc1 | i | -14
Cc1coc2c1c(C)cc1oc(=O)c(Cc3ccccc3)c(C)c12 | i | -10
COc1cc(/C=N/NC(=O)c2ccc3nc[nH]c3c2)ccc1O | i | -14
CCC(=O)N1CCCn2c1nc1ccccc12 | i | -5
Cc1ccc(OC(=O)C23CC4CC(CC(C4)C2)C3)c(C)n1 | i | -6
CCCCN(CC)Cc1ccc(CNC(=S)Nc2c(C)cc(C)cc2C)o1 | i | -19
COc1ccc(C(=O)Nc2ccccc2C(=O)N2CCOCC2)cc1Br | i | -7
Clc1ccc(Cc2nn3c(Cn4nnc5ccccc54)nnc3s2)cc1 | i | -34
CCOc1cc(-c2nn3cnnc3s2)cc(OCC)c1OCC | i | -28
CC1(OC(=O)C2CCCC2)C(=O)C=C2C=C(c3ccsc3)N(Cc3ccco3)C=C2C1=O (configuration not stated) | i | -16
COc1ccc(N=C(NN)c2ccc3ccccc3n2)cc1 | i | -24
O=C(C1=C[C@@H](c2ccc(Br)cc2)C[C@@H](OCCCCO)O1)N1CCOCC1 | i | 0
COc1ccc(Cc2nc3ccc(C(=O)NCCCSC)cc3o2)cc1OC | i | -14
Nc1nnc(C(F)(F)F)s1 | i | 1
O=C(C1=NNC2C(=O)N(c3ccccc3)C(=O)C12)c1nc(Cl)ccc1Cl (configuration not stated) | i | -11
CC(C)c1nc(SCC(=O)Nc2ccc(C(=O)O)cc2)c2c3c(sc2n1)CCCC3 | i | -4
CCC1(C)NC(C(=O)O)Cc2c1[nH]c1ccccc21 (configuration not stated) | i | 11
Cc1ccc(CCNC(=O)c2ccc3nc4ccc(Cl)cc4c(=O)n3c2)cc1 | i | -13
CCc1ccc(C(=O)COC(=O)C(CCSC)NC(=O)C23CC4CC(CC(C4)C2)C3)cc1 (configuration not stated) | i | -20
COc1ccc(OC)c(S(=O)(=O)ON2C(=O)c3ccccc3C2=O)c1 | i | 2
CC(=C/c1ccco1)/C=N/NC(=O)c1ccncc1 | i | -11
CCN(CC(=O)Nc1c(F)cccc1F)C(=O)/C=C/c1ccc(OCC#N)c(OC)c1 | i | -9
Nc1nc(SC2c3cccc4cccc(c34)C2NS(=O)(=O)c2ccccc2)n[nH]1 (configuration not stated) | i | -3
CCOc1ccccc1CN1CCN(CCCn2cccn2)CC1CCO (configuration not stated) | i | -13
Cc1nn(CC(=O)Nc2c(F)cc(F)cc2Br)c(=O)c2cccn12 | i | -17
O=C1CCCCN1CCCC(=O)N1CCCC(Nc2ccc(F)cc2)C1 (configuration not stated) | i | -5
CCCCc1nnc(NC(=O)C2CC(=O)N(c3ccc(C)cc3)C2)s1 (configuration not stated) | i | -25
Cn1c(SCCC(=O)O)nnc1-c1ccncc1 | i | 8
Cc1cc(C)cc(N2C(N)=NC(N)=NC2c2ccccc2F)c1 (configuration not stated) | i | -27
Cc1ccc2c(c1)NC(=O)C(CC(=O)NCCN(C)C)O2 (configuration not stated) | i | 5
COc1ccc(NC2=CC(=O)CC(C)(C)C2)cc1 | i | -17
COC(=O)Cc1cc(=O)n2c(nc3ccccc32)[nH]1 | i | -11
O=C(O)CCN1C(=O)c2ccc(NC(=O)C(c3ccccc3)c3ccccc3)cc2C1=O | i | -8
CCOc1ccccc1N(CC(=O)Nc1ccc(C)cc1)S(C)(=O)=O | i | -27
Cc1c(-c2ccc(O)cc2)nc2nc(-c3ccccc3)c(-c3ccccc3)nn12 | i | 99*
Cc1cc(=O)n(C)c(=O)n1CCCCOc1ccc([N+](=O)[O-])cc1 | i | 8
S=C(N=Nc1ccccc1)NNc1ccccc1 | i | -12
CCn1c(=O)c2c(n3c(=S)[nH]nc13)-c1ccccc1CC21CCCCC1 | i | -8

Following part
SMILES | CHT PAM | OX1R antag
O=S(=O)(Nc1ccc(Nc2ccccc2)cc1)c1ccc(F)cc1 | i | -8
COc1ccc(CCC(=O)OCC(=O)Nc2sccc2C(N)=O)cc1 | / | 55*
COc1ccc(C(=O)OCC(=O)Nc2ccc(F)c(F)c2)cc1OC | i | -25
CC1CCC2(CC1)NC(=O)c1ccccc1O2 (configuration not stated) | i | -4
COC(=O)c1ccc(NC(=O)COC(=O)C2CCC2)cc1 | i | -20
Cc1ccc(C(=O)N/C(=C\c2ccco2)C(=O)N2CCOCC2)cc1C | i | -11
CC(C)Cc1nnc(NC(=O)CCC(=O)N2CCN(S(=O)(=O)c3ccccc3)CC2)s1 | i | -28
CN(C)S(=O)(=O)c1cccc(NC(=O)c2cccc(NS(=O)(=O)c3ccccc3)c2)c1 | i | -11
CSC(=S)N/N=C/c1ccc(Br)cc1 | i | -9
O=C(Nc1ccc(Br)cc1F)C1CCN(c2nnc(-n3cccc3)s2)CC1 | i | -21

Among those listed so far, 2 contain a cyano group.
SMILES | CHT PAM | OX1R antag
Cc1nn(CCC#N)c(C)c1Oc1ccccc1O | i | -2
CCN(CC(=O)Nc1c(F)cccc1F)C(=O)/C=C/c1ccc(OCC#N)c(OC)c1 | i | -9

The results go on.
SMILES | CHT PAM | OX1R antag
CCOc1ccccc1-c1nn2c(Cc3ccccc3)nnc2s1 | i | -26
CN(C)c1ccc(/C=N/NC(=O)c2nnn(-c3nonc3N)c2CN(C)c2ccccc2)cc1 | i | 2
COCCCNC(=O)c1cc2c(-c3cccc(OC)c3)nn(C)c2s1 | i | -16
Cc1cc(C)c(C(=O)N(CCN(C)C)CC2CCCN(Cc3ccccc3F)C2)o1 (configuration not stated) | i | -21
CC(=O)Nc1cccc(C(=O)/C=C/c2ccc(Br)cc2)c1 | i | -30
CC(=O)Oc1ccc(C(=O)Nc2ccc(S(=O)(=O)N3CCOCC3)cc2)cc1 | i | -3
Cc1ccc(-n2nc(C)c3cc(C(=O)O)sc32)cc1 | i | -9
CC1CCCN(CCC(=O)Nc2ccc(F)c(F)c2)C1 (configuration not stated) | i | -2
COc1ccc(CN2CN(C(C)C)CSC2=S)cc1 | i | -8
Cc1ccc(NC(=O)COc2cccnc2[N+](=O)[O-])cc1S(=O)(=O)N1CCCCC1 | i | -20
Cc1cccc(N2CCN(C(=O)C3CCN(S(=O)(=O)c4cccc5cccnc45)CC3)CC2C)c1 (configuration not stated) | i | -11
Cc1cccc(CN2C(=O)N/C(=C/c3cc(C)n(-c4ccccn4)c3C)C2=O)c1 | i | -21
CC(NCc1ccc2c(c1)OCO2)C(=O)N1CCc2ccccc21 (configuration not stated) | i | -11
COc1cccc(/C=C2\CCc3ccccc3C2=O)c1 | i | -25
Cc1cc[n+](-c2[nH]c(=O)sc2/C=N/N=C(\[O-])c2ccccc2)cc1 | i | -10
O=C(Cc1ccccc1F)Nc1nc(-c2cccnc2)cs1 | i | -12
CCC(C)NC(=O)N[C@@H](Cc1ccccc1)C(=O)O (some centres not stated) | i | -18
CNC(=S)Nc1sc2c(c1C(=O)OC)CCC2 | i | -9
COc1ccc(N2CCN(C(=O)Nc3cccc(C(F)(F)F)c3)CC2)cc1 | i | -7
CCC(C)(C)NC(=O)C(c1ccc(O)cc1)N(C(=O)Cn1nnc2ccccc21)c1ccc(NC(C)=O)cc1 (configuration not stated) | i | -9
CC(C)(C)c1ccc(C(=O)Nc2cccc3ncccc23)cc1 | i | -12
O=C(NCCCN1CCOCC1)c1ccc(CNS(=O)(=O)c2ccc(Br)cc2)cc1 | i | -15
O=C(CSc1nnc(Cc2ccccc2)o1)Nc1ccccc1 | i | -7
CCOc1ccc(CCNC(=O)c2cccc(NC3=NC4CS(=O)(=O)CC4S3)c2)cc1 (configuration not stated) | i | -18
Cc1ccccc1C(=O)NCC(=O)OCC(=O)NC(C)C1CC2CCC1C2 (configuration not stated) | / | -8
O=C(CNC(=O)N1CC(=O)Nc2ccccc21)Nc1cc(Cl)ccc1Cl | i | -14
CC(NS(=O)(=O)c1ccc(F)cc1)C(c1cccs1)N1CCN(C)CC1 (configuration not stated) | i | -20
CCOc1ccc(-c2nn[nH]n2)cc1 | i | -10
CCCCCCC(=O)Nc1ccc(C(=O)N2CCCC2)cc1 | i | -12
CC(=O)c1ccc(NC2CC(O)C(O)CO2)cc1 (configuration not stated) | i | -12

Record cards (already shown):
Profile of `Cc1ccccc1C(=O)NCC(=O)OCC(=O)NC(C)C1CC2CCC1C2` (configuration not stated) : CHT PAM = /; OX1R antag = -8
Profile of `CCCCCCC(=O)Nc1ccc(C(=O)N2CCCC2)cc1` : CHT PAM = i; OX1R antag = -12

Continued.
SMILES | CHT PAM | OX1R antag
COc1ccc(NC(=S)NC2CCCCC2)cn1 | i | -13
COCCNC(=O)c1ccc(NC(=O)C2(c3ccccc3)CCCC2)cc1 | i | -10
CC1(C)Cc2cccc(OCC(=O)Nc3ccccc3F)c2O1 | i | -33
O=C(O)CCC(=O)N1N=C(c2ccccc2)CC1c1ccc(Br)cc1 (configuration not stated) | i | -5
COc1ccc2[nH]c3c(c2c1)CN(C)CC3 | i | 3
COc1ccc(NS(=O)(=O)c2cc(OC)ccc2NC(=O)c2cc(C)oc2C)cc1 | i | -9
COc1ccc(C(=O)c2ccc(CC(=O)O)s2)cc1 | i | -13
CCn1c(=NC(=O)CS(=O)(=O)c2ccc(F)cc2)sc2cccc(OC)c21 | i | 0
O=C1CCC([N+](=O)[O-])C(c2ccccc2Br)N1 (configuration not stated) | i | -10
O=C(C1CCCN(c2ncnc3c2nc2n3CCCCC2)C1)N1CCCCC1 (configuration not stated) | i | -31
Cc1nn(C)c(C)c1NC(=O)CSc1nc(Cc2ccccc2)nc2c1cnn2-c1ccccc1 | i | -13
O=S(=O)(c1ccc(F)cc1)c1nc(-c2ccco2)oc1Nc1ccc(F)cc1 | i | -26
Cc1ccccc1NC(=O)c1nc[nH]c1C(=O)NCc1ccccc1 | i | -26
O=C(c1cccc(S(=O)(=O)NCc2ccccc2)c1)N1CCN(c2cccc(C(F)(F)F)c2)CC1 | i | 14
Cc1cc(NC(=O)Nc2cccc(Cl)c2)n(-c2ccccn2)n1 | i | 0
O=C(Nc1ccccc1)NC1(C(=O)NCCCN2CCOCC2)CCCCC1 | i | -7
Cc1noc(C)c1C(=O)OCC(=O)/C=C1\N(C)c2ccccc2C1(C)C | i | 6
CCCCCSc1nc(N2CCOCC2)c2c(c1C#N)CC(C)(C)OC2 | i | -8
Cc1nn(-c2ccccc2)c2[nH]c(=O)cc(C(F)F)c12 | / | -2
COc1cccc(-n2nnc3c(=O)n(Cc4ccccc4F)cnc32)c1 | i | 6
CCCn1c(CCNc2nc(-c3ccc(OC)cc3)cs2)nc2ccccc21 | i | -29
CCN(CC)c1nc(OC)nc(-n2nnc(C(C)=O)c2C)n1 | i | -12
COC(=O)c1sc2nc(N3CCCCC3)c3c(c2c1N)CCCC3 | i | -18
COc1ccc(N2C(=O)NC(NC(=O)c3ccncc3)(C(F)(F)F)C2=O)cc1 (configuration not stated) | i | 14
O=C1C2C3C=CC(C3)C2C(=O)N1/N=C/c1ccc(-c2ccccc2[N+](=O)[O-])o1 (configuration not stated) | i | -6
Cc1nc2c(nnn2Cc2ccccc2)c(=O)n1-c1ccccc1 | i | -8
